Source: PubChem BioAssay
MmCpn inh: M. maripaludis TRiC chaperonin inhibition | Potency, µM (top dose mostly 76.9 µM), for inactives: at the highest dose activity, negative = inhibition, most hits filed as inhibitors | purified Mm-Cpn ATPase, ADP Transcreener TR-FRET | actives 0.031% (n = 330,000); note: potency is the fitted concentration of half-maximal effect; % is set by controls: 0 for no effect and ±100 for the full control effect; nearly all actives have a fitted effect of over 80% in size
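ATPase turnover read by TR-FRET ADP competition (Eu cryptate antibody/ADP-d2, 665/590 nm): 10uM ATP final, 25nM Mm-CPN final, 30 min 37degC after 10-min compound preincubation, pH 7.4 Tris/KCl/MgCl2/DTT buffer.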
TGFb SMAD3 inh: blocks TGF-b signaling. HepG2 CAGA-GFP TGF-b/SMAD3 reporter, GFP fluorescence, 18 h; TGF-beta stimulated, 500 pg/mL final. Potency, µM (doses to about 46.1 µM), inactives show at the highest dose activity, negative = inhibition, most hits filed as inhibitors. actives 1.2% (n = 410,000). AID 588855; note: potency is the fitted concentration of half-maximal effect; % is set by controls: 0 for no effect and ±100 for the full control effect; nearly all actives have a fitted effect of over 65% in size
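TGF-beta reporter screen: HEPG2 CAGA-GFP, 1% FBS, 500 pg/mL TGF-beta final, 18 h; per-cell GFP summed per well; curves fitted and categorized by class.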
HepG2 viability: HepG2 cytotoxicity, counter-screen for TGF-b inhibitors; HepG2 CAGA-GFP viability, ATP luminescence, 18 h; Potency, µM (top dose mostly 46.1 µM), for the others: at the highest dose activity change, negative = cytotoxicity, hits mostly cytotoxic; actives 0.76% (n = 410,000); AID 588856; note: potency is the fitted concentration of half-maximal effect; some results filed as inactive show a strong effect at the top dose
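HepG2 CAGA-GFP cells (1000/well, DMEM with 1% FBS) received compound, then TGF-beta at 500 pg/mL final, and were incubated 18 hours at 37 degrees C. Viability was read by CellTiter-Glo luminescence. Media-only wells were set as complete cell-killing and DMSO as no toxicity.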
Nrf2 ARE act: Nrf2 pathway activation; Potency, µM (series often up to 46.1 µM), for the others: at the highest dose activation, actives largely listed as activators; AREc32 ARE-luciferase reporter (MCF7-derived line), luminescence, 24 h; AID 624171; actives 0.31% (n = 410,000); note: potency is the fitted concentration of half-maximal effect; % of control where 0% means no effect; nearly all actives have a fitted effect of over 65% in size
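AREc32 cells carrying an ARE-driven firefly luciferase reporter were seeded at 1000 cells/well in OPTI-MEM with 5% FBS, then exposed to compound for 24 hr at 37 deg C. Luminescence was read with Steady-Glo after 30 min at RT.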
Nrf2 inh: inhibitors of Nrf2 signaling | A549 ARE-Fluc reporter, luciferase luminescence, 18-24 h | Potency, µM (highest dose often 46 µM), for inactives: at the highest dose activity change, negative = inhibition, usual class: inhibitors | actives 2.1% (n = 360,000); note: potency is the fitted concentration of half-maximal effect; % is set by controls: 0 for no effect and ±100 for the full control effect; nearly all actives have a fitted effect of over 60% in size
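Concentration-response testing used A549 ARE_Fluc cells at 5000 cells/well. Following an 18-24 h compound incubation, viability was read by fluorescence (Ex 405/Em 525) and luciferase output by luminescence.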
A549 viability: A549 cytotoxicity, counter-screen for Nrf2 inhibitors; Potency, µM (series often up to 46 µM), without a hit: at the highest dose activity change, negative = cytotoxicity, hits mostly inhibitors; actives 0.16% (n = 390,000); A549 ARE-Fluc cells, CellTiter-Fluor viability, 18-24 h; note: potency is the fitted concentration of half-maximal effect; % is set by controls: 0 for no effect and ±100 for the full control effect
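A549 ARE_Fluc cells in 5% FBS OPTI-MEM were exposed to compounds in concentration-response for 18-24 h at 37 deg C. Viability was read by CellTiter-Fluor fluorescence (Ex 405/Em 525) after 30 min, before the luciferase read.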
CCT modulator: changes cytosolic chaperonin activity; purified chaperonin ATPase assay, HTRF ADP detection, 30 min; activity change, % (concentration not given with the values), hits read low; actives 0.3% (n = 360,000); in the data active = activity change below about -30%; note: % is set by controls: 0 for no effect and ±100 for the full control effect
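We incubate TRiC, 40 or 20 nM final, with library compounds at 76 uM and 10 uM ATP for 30 min at 37 °C. ADP formed is detected with Transcreener HTRF reagents after 30 min at room temperature.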
Abeta rescue: compounds reversing amyloid beta toxicity in yeast. yeast expressing A-beta42, growth rescue, OD600, 48 h; response scale: 0% DMSO, 100% iron-clioquinol control. Potency, µM (series often up to 46.1 µM), without a hit: at the highest dose growth rescue, most hits filed as activators. actives 0.063% (n = 410,000). AID 1347071; note: potency is the fitted concentration of half-maximal effect; nearly all actives have a fitted effect of over 55% in size
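Growth rescue measured by 600 nm absorbance after 48 h yeast culture at 30 C with compound. Values normalized between DMSO and an equimolar ferric chloride plus clioquinol control.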
pAkt inh: blocks phosphorylation of Akt; Neuro2A IGF-stimulated pAkt S473 HTRF, 20 min; active compounds read low; activity change, % for hits at 50 µM; actives 0.32% (n = 360,000); in the data active = activity change below about -80%; inconclusive = mostly about -51% to -80%; note: % is set by controls: 0 for no effect and ±100 for the full control effect
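Neuro2A cells (4,500/well, DMEM with 0.5% FBS) were treated with compound at a single 50 µM final concentration, stimulated with 6 nM IGF for 20 min at 37 °C, and lysed. Phospho-Akt Ser473 was read by HTRF as 665/615 ratio ×10^4.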
* hit, by the source's call; i = inactive; ? = inconclusive; . = no result given; [ ] = another dose, or the depositor's remark. Unless noted, calls come from the whole dose curve; as a rule, active = well fitted curve in the direction sought with a large enough effect; inconclusive = small, poorly fitted or top-dose-only effect, or another doubt; inactive = no such curve, though single readings can be large; an effect the other way counts as inactive or inconclusive.

structure	MmCpn inh	TGFb SMAD3 inh	HepG2 viability	Nrf2 ARE act	Nrf2 inh	A549 viability	CCT modulator	Abeta rescue	pAkt inh
CC(C)NC(=O)CC(=O)N/N=C/c1c(F)cccc1Cl	1.1%	-0.6%	-10.4%	5.0%	-2.7%	0.8%	1.4	8.8%	i
CC(C)OCCCN1CC(=O)N2C(c3ccccc3)c3[nH]c4ccccc4c3C[C@H]2C1=O (stereo not given in full)	0.8%	-24.4%	-11.3%	2.7%	-5.3%	1.1%	-1.5	17.5%	i
CCOc1ccc(C(=O)NNC(=O)CN2C(=O)C3CC=CCC3C2=O)cc1OC (stereo not given)	1.4%	-2.4%	2.0%	-1.5%	11.5%	0.9%	-2.0	9.0%	i
Cc1oc(-c2cccc(F)c2)nc1CN1CCCCC1CCc1ccccn1 (stereo not given)	1.3%	21.2%	5.5%	1.9%	10.4%	-5.3%	-1.8	-7.1%	i
COc1ccc(NC(=O)CNc2ccccc2C(C)=O)cc1S(=O)(=O)N1CCOCC1	-1.7%	-0.1%	-10.1%	-0.5%	-4.3%	-8.6%	-0.5	9.0%	i
Cc1cccnc1NC(=O)C1CCN(S(=O)(=O)c2ccc3ccccc3c2)CC1	0.8%	-13.6%	-7.8%	0.0%	-8.9%	0.2%	0.9	10.7%	i
COCCOC(=O)c1[nH]c2c(c1C)C(=O)CC(c1cccs1)C2 (stereo not given)	-12.8%	?	-17.9%	4.0%	-6.6%	-15.3%	-1.9	-9.1%	i
CC(C)C[C@H](N)c1cn([C@@H](CCCCN)C(=O)N2CCNCC2)nn1	.	?	-49.3%	-3.4%	1.03µM*	?	-21.1	-11.3%	i
COc1ccc(N2CCN(c3cc(C)c4ccc(O)cc4n3)CC2)cc1	1.8%	2.1%	-23.3%	0.4%	17.7%	0.5%	-1.6	0.8%	i
Cn1nc(C(F)(F)F)cc1-c1ccc(/C=C(\C#N)C(=O)c2cccc(C(F)(F)F)c2)s1	-8.3%	16.9%	-26.0%	5.3%	23.3%	4.3%	-2.1	-6.9%	i

structure	MmCpn inh	TGFb SMAD3 inh	HepG2 viability	Nrf2 ARE act	Nrf2 inh	A549 viability	CCT modulator	Abeta rescue	pAkt inh
Cc1ccc(OCC(O)CN2CC3(C)CC2CC(C)(C)C3)cc1 (stereo not given)	-22.3%	-6.8%	-0.5%	-0.1%	6.8%	-2.5%	-0.8	12.7%	i
Cc1ccc(NC(=O)CN(C(=O)N2CCN(C)CC2)S(=O)(=O)c2ccc(C)cc2)cc1	-1.3%	25.9%	2.2%	0.0%	3.0%	0.3%	-0.8	13.5%	i
Cc1ccc(CNC(=O)CNC(=S)N(Cc2ccccc2)Cc2cccnc2)cc1	1.0%	-8.8%	-7.1%	-0.3%	4.1%	-0.3%	-0.5	7.6%	i
O=C(CSc1ccc2c(c1)OCCO2)Nc1ccc(N2CCOCC2)cc1	0.5%	7.6%	0.7%	1.6%	-1.4%	3.3%	-3.4	-9.2%	i
CCOc1cc(C(=O)Nc2ccccc2N2CCN(S(C)(=O)=O)CC2)cc(OCC)c1OCC	2.3%	-7.0%	2.2%	-0.1%	-12.6%	-7.5%	-0.6	3.6%	i
CC1Cc2ccccc2N1C(=O)CNCCCN(C)C (stereo not given)	-0.5%	10.1%	27.2%	-0.8%	7.4%	0.4%	-4.8	11.5%	i
CC(C)(C)C(=O)c1cn(CC(=O)O)c2ccccc12	1.5%	-14.4%	-9.6%	1.6%	5.5%	11.7%	-1.6	-3.9%	i
O=C(CSc1ccc(F)cc1)NCCSc1ccccc1	1.8%	1.1%	-17.0%	2.6%	?	11.2%	-5.0	3.5%	i
O=C(CSc1n[nH]c(-c2ccccc2)n1)NC(=O)NCc1ccco1	0.4%	6.3%	11.2%	5.3%	7.6%	-9.4%	-4.8	-4.6%	i
O=C(COC(=O)CNC(=O)c1ccccc1F)NCCNC(=O)COC(=O)CNC(=O)c1ccccc1F	0.4%	-12.9%	-13.9%	-1.2%	1.9%	-9.6%	0.2	-0.8%	i

structure	MmCpn inh	TGFb SMAD3 inh	HepG2 viability	Nrf2 ARE act	Nrf2 inh	A549 viability	CCT modulator	Abeta rescue	pAkt inh
CC(C)CSCC1OC(n2cnc3c(N)nccc32)C(O)C1O (stereo not given)	.	-29.5%	-33.9%	0.3%	.	.	1.1	-2.4%	i
COc1ccc(OC)c(CNCc2c(C(=O)O)n(Cc3cccc(F)c3)c3cc(OC)ccc23)c1	.	0.6%	-0.1%	3.7%	-10.1%	-23.6%	.	1.2%	.
O=C(COC(=O)c1ccc(O)cc1)NC1CCCC1	0.8%	6.6%	0.6%	0.5%	4.5%	-6.2%	0.3	-6.3%	i
CCS(=O)(=O)N1CCCC(c2nc(-c3cccc(OC)c3)no2)C1 (stereo not given)	-0.4%	0.0%	0.6%	0.2%	?	-1.3%	-0.3	-6.1%	i
NS(=O)(=O)c1ccc(CCNC(=O)CNC(=O)c2ccc(Oc3ccccc3)cc2)cc1	-2.4%	11.2%	-5.7%	0.3%	5.4%	3.3%	-3.8	2.7%	i
O=c1nc2n(c3ncccc13)CCCCC2	-3.5%	5.8%	7.2%	0.1%	2.9%	-0.4%	2.7	-9.2%	i
COc1ccc(N2CCN(C(=O)C3(C)CC3(Cl)Cl)CC2)cc1 (stereo not given)	-2.2%	1.8%	9.9%	4.3%[9.22 µM]	10.0%	10.8%	1.7	15.6%	i
CCc1ccccc1NC(=O)NCc1ccc2c(c1)OCO2	1.6%	6.3%	1.0%	-0.1%	0.1%	7.9%	-2.7	8.1%	i
CC(=O)c1cccc(NS(=O)(=O)c2cc3c(cc2C)n(C)c(=O)c(=O)n3C)c1	.	7.2%	4.4%	-1.1%	28.5%	-0.6%	.	-10.4%	.
O=C(COC(=O)CC1CCCC1)Nc1cccc(F)c1	1.0%	-15.2%	-3.7%	0.4%	6.7%	2.2%	-1.6	25.9%	i

Full records, looked up by structure. Screens in order: MmCpn inh	TGFb SMAD3 inh	HepG2 viability	Nrf2 ARE act	Nrf2 inh	A549 viability	CCT modulator	Abeta rescue	pAkt inh
Listed for `O=C(COC(=O)CC1CCCC1)Nc1cccc(F)c1` = 1.0%	-15.2%	-3.7%	0.4%	6.7%	2.2%	-1.6	25.9%	i
Listed for `NS(=O)(=O)c1ccc(CCNC(=O)CNC(=O)c2ccc(Oc3ccccc3)cc2)cc1` = -2.4%	11.2%	-5.7%	0.3%	5.4%	3.3%	-3.8	2.7%	i

Other records follow.
structure	MmCpn inh	TGFb SMAD3 inh	HepG2 viability	Nrf2 ARE act	Nrf2 inh	A549 viability	CCT modulator	Abeta rescue	pAkt inh
CC1CCN(CCOCCOc2ccccc2Br)CC1	-6.2%	-1.1%	3.9%	0.1%	6.7%	-0.7%	-1.2	-17.9%	i
O=C(COc1cccc(-n2cnnn2)c1)NCCC1=CCCCC1	1.1%	19.0%	2.2%	12.1%	-11.0%	1.3%	3.3	11.3%	i
O=C1OC(c2ccccc2)(c2ccccc2)c2ccsc21	.	-2.1%	0.0%	-0.6%	.	.	-3.2	8.4%	i
Cc1nc2ncnn2c(C)c1CCC(=O)N1CCN(c2ccccc2)CC1	.	1.4%	-7.9%	0.6%	3.6%	0.9%	.	-13.0%	.
O=S(=O)(NC1CCCC1)c1ccc(Br)s1	-6.2%	-2.9%	1.6%	-0.2%	-19.8%	-1.3%	-1.7	8.7%	i
COc1ccc(N2CC(NC(=O)c3ccc4c(c3)OCO4)CC2=O)cc1OC (stereo not given)	.	?	-3.5%	-0.1%	.	-10.9%	.	11.7%	.
COc1ccc(/C=C/C(=O)c2ccc[nH]2)cc1OC	-1.6%	26.5%	-14.2%	?	-5.6%	-3.3%	1.0	15.6%	i
CC(C)c1nc(SCC(=O)Nc2cccc3ccccc23)n[nH]1	0.0%	12.6%	-16.8%	-0.2%	11.0%	-10.0%	-0.4	4.7%	i
CC(=O)c1cccc(N2C(=O)Nc3ccccc3N2O)c1	-1.6%	4.1%	4.4%	0.2%	2.9%	-3.5%	-2.1	-0.2%	i
CC1(C)CC(=O)C/C(=N/NC(=O)C2CCN(S(=O)(=O)c3cccs3)CC2)C1	-2.7%	-25.1%	5.4%	-0.6%	-12.1%	2.4%	-3.4	1.8%	i

structure	MmCpn inh	TGFb SMAD3 inh	HepG2 viability	Nrf2 ARE act	Nrf2 inh	A549 viability	CCT modulator	Abeta rescue	pAkt inh
CCCc1cc(=O)[nH]c(SCC(=O)N2CCc3cc(OC)c(OC)cc3C2)n1	0.3%	4.0%	-8.6%	-0.5%	?	-3.9%	2.7	-0.4%	i
O=C(COC(=O)/C=C/c1cccc(C(F)(F)F)c1)NCc1cccs1	0.5%	14.0%	3.8%	6.5%	-2.7%	-1.4%	-3.0	3.0%	i
CCOC(=O)C1CCN(C(=O)Nc2ccc(OCc3ccccc3)cc2)CC1	-1.0%	2.7%	0.6%	3.3%	10.4%	0.3%	0.2	-8.6%	i
O=C(CSc1nc(C2CC2)nc2ccccc12)N1CCc2ccccc21	.	-0.7%	-4.5%	0.1%	-1.5%	8.2%	-6.8	-3.4%	i
COc1ccccc1N(CC(=O)NCc1ccco1)S(=O)(=O)c1ccc(C)cc1	-0.9%	-32.1%	-13.1%	7.7%	8.3%	-2.3%	-0.7	-12.5%	i
Cc1cc(Oc2ccccc2)nc(-c2ccccc2O)n1	1.2%	17.8%	-3.5%	3.0%	24.3%	18.3%	-4.3	18.8%	i
Cc1ccccc1SCC(=O)NCC(c1ccc(F)cc1)N1CCOCC1 (stereo not given)	-22.4%	-25.7%	-28.5%	4.1%	-22.8%	0.6%	-1.3	-4.6%	i
CCN(CC)C(=O)N1c2ccccc2CC(N(CC)CC)c2ccccc21 (stereo not given)	-3.5%	-10.2%	-31.0%	-0.1%	4.0%	4.2%	0.5	2.4%	i
